Screening data as filed in PubChem BioAssay.
CHT block: inhibitors of human choline transporter CHT; High affinity choline transporter 1 (Homo sapiens), Q9GZV3; CHT-expressing cells, membrane potential dye, choline response; active compounds read low; B-score at 10 µM; actives 0.86% (n = 310,000);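 active = B-score over 3 SD under the library average, and starting fluorescence ratio not unusually high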;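 note: choline stimulus applied at its EC90 after an EC20 pre-addition; B-score computed on integrated fluorescence ratio after choline addition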
Kir21 inh: inhibitors of mouse Kir2.1 inward-rectifier potassium channel; B-score at 10 µM; AID 1672, 2009; HEK293-Kir2.1, FluxOR thallium flux fluorescence; active compounds read low; Inward rectifier potassium channel 2 (Mus musculus), P35561; actives 0.85% (n = 310,000);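 active = fluorescence ratio B-score at or below minus 3 SD of library scores, with starting-brightness B-score within 2 SD, cut at about -4.2 in these data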;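 note: channel flux triggered by added potassium and thallium sulfate stimulus; B-score of peak minus minimum fluorescence over baseline after thallium stimulus; more negative B-score means stronger Kir2.1 block with less thallium influx; some compounds called inactive have numbers as strong as hits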
Target sequence (P35561 whole entry, looked up): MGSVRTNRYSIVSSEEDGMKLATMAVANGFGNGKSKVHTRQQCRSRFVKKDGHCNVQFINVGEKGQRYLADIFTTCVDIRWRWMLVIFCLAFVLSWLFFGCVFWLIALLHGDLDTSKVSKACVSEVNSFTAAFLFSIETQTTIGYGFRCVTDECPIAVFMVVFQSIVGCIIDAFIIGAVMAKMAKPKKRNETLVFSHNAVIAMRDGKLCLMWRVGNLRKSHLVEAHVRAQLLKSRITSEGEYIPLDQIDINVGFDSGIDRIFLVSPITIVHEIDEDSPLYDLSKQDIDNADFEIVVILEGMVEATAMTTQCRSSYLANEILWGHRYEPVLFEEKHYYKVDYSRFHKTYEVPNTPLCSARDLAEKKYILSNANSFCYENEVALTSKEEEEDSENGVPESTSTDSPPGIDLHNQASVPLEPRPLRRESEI
The depositor's hits bear a star; i = inactive; / = no result given. Rows are unselected; about 1.6% have a hit in one of these screens.

CHT block	Kir21 inh	canonical_smiles
i	-0.92	COc1ccc(CNC(=O)C2CCCN(c3nccc(C)n3)C2)cc1 (stereo unspecified)
i	0.75	CCOC(=O)/C=C1\SCC(=O)N1CC(O)CN1C(=O)CS/C1=C\C(=O)OCC
i	1	CNC(=O)CCC(=O)Nc1ccc(C(=O)OC)cc1
i	1.9	C/C(CC(=O)Nc1cc(Cl)ccc1Cl)=N\NC(=O)c1ccco1
i	0.49	Cc1cccc(C(=O)OCC(=O)NCCCc2ccccc2)c1O
i	0.66	O=C(O)CC(c1ccccc1)c1ccccc1
i	-0.94	O=C(N/N=C/c1cccc(Cl)c1Cl)Nc1ccccc1
i	-2.6	CN(C)S(=O)(=O)c1ccc(Cl)c(NC(=O)COC(=O)C2CCCO2)c1 (stereo unspecified)
i	-0.42	CCN(C(=O)CSc1nc2c(cnn2-c2ccccc2)c(=O)[nH]1)C1CCS(=O)(=O)C1 (stereo unspecified)
i	-1.1	Cc1onc(-c2c(F)cccc2Cl)c1C(=O)N(Cc1ccccc1)C(C)C
i	0	COc1ccc(/C=C2\N=C(c3ccc(C)cc3)OC2=O)cc1
i	-0.7	O=C(CN1C(=O)NC2(CCCc3ccccc32)C1=O)N1CCCCC1 (stereo unspecified)
i	0.16	Cc1ccc(NC(=O)COC(=O)CCC(=O)c2cccs2)cc1
i	0.43	O=C(NC1CCCCC1)c1ccc(Cn2cc(Br)cn2)o1
i	-1.7	COc1ccc(N(C(=O)c2ccco2)S(=O)(=O)c2ccc(F)cc2)cc1
/	-1.2	C=CCSc1nc(-c2ccc(OC)cc2)c(C#N)c(=O)n1CC=C
i	-1.4	O=C(Nc1ccc(N2CCN(C(=O)c3cccs3)CC2)cc1)c1ccco1
i	-0.95	Cn1c(Cc2ccccc2)nnc1SCC(=O)NC1CCCC1
i	-0.18	COc1cccc2[nH]c(C(=O)NCCCN3CCCC3=O)cc12
i	-0.31	N#Cc1ccc(C(=O)OCC(=O)Nc2ccc(N3CCOCC3)cc2)cc1
i	-2.5	CN(C)CCCN(C(=O)c1ccc2c(c1)CCCC2)c1nc2cc3c(cc2s1)OCO3
i	0	O=C(Oc1ccccc1)c1cccc2cccnc12
i	-1.8	CCn1c(SCC(=O)c2ccccc2)nc2c(c1=O)SC(C)C2 (stereo unspecified)
i	1.1	COC(=O)C1=C(C)N(C(C)C)C(=O)C1(NC(C)=O)C(F)(F)F (stereo unspecified)
i	-0.07	CC(C)[C@H](NC(=O)N1CCn2c1nc1ccccc12)C(=O)N[C@@H](C(=O)O)c1ccccc1
i	0.57	O=S(=O)(c1ccc(N2CCOCC2)cc1)N1CCOCC1
i	-0.47	CCN(c1ccccc1)S(=O)(=O)c1ccc(OC)c(NC(=O)CNC)c1
i	-1.9	Cn1cc(SCC(=O)NC2CCCC2)c2ccccc21
i	0.08	NC1=NC(=O)/C(=C/c2c(OS(=O)(=O)c3ccc(Cl)cc3)ccc3ccccc23)S1
i	-2.5	Cc1nc2ccccc2n1CCOc1ccccc1
i	1.5	CC(C)CSC1=NSC2=NC(=O)/C(=C\c3cccs3)C(=N)N12
i	-1.2	CCOC(=O)C1=C(COC(=O)Cc2ccc(Br)cc2)NC(=O)NC1C (stereo unspecified)
i	-0.06	CCC1Oc2ccccc2N(CC(=O)NC2CCCC2)C1=O (stereo unspecified)
i	2.3	COc1cccc2cc(C(=O)NCc3ccco3)c(=O)oc12
i	0.45	Cc1ccc(S(=O)(=O)CC(CN2CCOCC2)N2CCOCC2)cc1 (stereo unspecified)
i	-0.05	COc1ncnc2c1oc1nc(C(C)C)c3c(c12)CC(C)(C)OC3
i	0.01	C[C@H](NC(=O)[C@@H]1Cc2ccccc2CN1)C(=O)NCC1CCCO1 (stereo partly specified)
i	-2	CN1C2C=C3C(C#N)=C(N)C(C#N)(C#N)[C@@H](c4cccc(F)c4)[C@@H]3C1CC2 (stereo partly specified)
i	-2.8	CN(C)CCn1cnc2c(c1=N)C(c1ccccc1)c1ccc3ccccc3c1O2 (stereo unspecified)
i	-0.43	CCOC(=O)c1ccc(CNC(=O)C(Cc2c[nH]c3ccccc23)NC(C)=O)o1 (stereo unspecified)
i	0.94	CCn1cc(S(=O)(=O)c2ccc(OC)cc2)c(=O)c2cc(OC)ccc21
i	0.54	C=CCNC(=O)C1CC(=O)N(c2ccc(OCC(=O)Nc3ccc(Cl)cc3)cc2)C1 (stereo unspecified)
i	-1	COc1ccccc1CNC(=O)c1c(O)c2cc(OC)c(OC)cc2[nH]c1=O
i	-1	Cc1cc(-c2nn(C)c(=O)c3ccccc23)ccc1CNC(=O)NC1CCCCC1
i	-0.01	c1ccc(CSc2nnc3c(n2)OC(c2ccco2)Nc2ccccc2-3)cc1 (stereo unspecified)
i	-0.29	CC(=O)CCN1C(=O)NC2(CCCc3ccccc32)C1=O (stereo unspecified)
i	0.2	CCCC(CCC(=O)Nc1cc([N+](=O)[O-])ccc1O)C(=O)O (stereo unspecified)
i	-0.73	O=C1CCC(=O)N1c1cccc(-c2nc3ccccc3o2)c1
i	0.23	O=C(CSc1nc(O)c(Cc2ccccc2)c(=O)[nH]1)c1ccccc1
i	2.2	Cc1ccccc1C(=O)c1c[nH]c(C(=O)NCc2cccs2)c1

A second format for 2 compounds above.
mol	CHT block	Kir21 inh
Cc1ccc(S(=O)(=O)CC(CN2CCOCC2)N2CCOCC2)cc1 (stereo unspecified)	i	0.45
COc1ncnc2c1oc1nc(C(C)C)c3c(c12)CC(C)(C)OC3	i	-0.05

Going on with the list.
CHT block	Kir21 inh	canonical_smiles
i	-0.74	O=C(/C=C/c1ccco1)NCC1OCCc2ccccc21 (stereo unspecified)
i	1.7	CCc1ccc(-c2cc(C(=O)Nn3cnnc3)c3ccccc3n2)cc1
i	0.01	Cc1[nH]c2ccccc2c1C(=O)COC(=O)c1ccc2c(=O)n3c(nc2c1)CCC3
i	0.57	Cc1cccc(-c2cc3nc4c(c(NCc5ccco5)n3n2)CCCC4)c1
i	-0.86	CC(NC(=O)C1CCCN1S(=O)(=O)c1ccc2c(c1)n(C)c(=O)c(=O)n2C)c1ccccc1 (stereo unspecified)
i	-0.69	Cc1cc(=S)c2cccc(C)c2[nH]1
i	-0.52	COc1c(Cl)cc(Br)c(OC)c1C(=O)NC(=O)Nc1nc(C)cc(C)n1
i	0.29	COc1ccc(CCc2nnc(CCC(=O)NCCc3ncccc3C)o2)cc1
i	0.55	COc1cc(NC(=O)CN(C)S(=O)(=O)c2ccc3c(c2)CCC(=O)N3)cc(OC)c1
i	-0.03	Cc1ccc(C(=O)N2CCC3(CC2)Oc2ccc(Cl)cc2C(=O)C32CC(c3ccc(Cl)cc3)=NO2)s1 (stereo unspecified)
/	-2.7	C[C@@H]1CC=C[C@H]2[C@H]1C(=O)N(Cc1ccccc1)[C@H]2c1ccc2ccccc2c1Br
i	0.68	COc1ccc(F)cc1C(=O)C1CCCN(C(=O)Cc2c(C)noc2C)C1 (stereo unspecified)
i	-0.91	O=C(Nc1nnc(CC(=O)N2CCOCC2)s1)C1COc2ccccc2O1 (stereo unspecified)
i	-0.53	Cc1occc1C(=O)NCCCc1ccccc1
i	-0.2	CCCn1c(-c2ccc(OC)cc2)nc2c(=O)n(C)c(=O)[nH]c21
i	-2.4	Cc1ccc(C)c(OCCCN2CCNCC2)c1
i	1.1	Cc1ccc(NC(=O)CN2C(=O)c3ccccc3S2(=O)=O)c(C)c1
i	-0.06	O=C(OCCN1C(=O)c2ccccc2C1=O)c1ccccc1

Structural class: the compounds so far with a Cl atom (8)
CHT block	Kir21 inh	canonical_smiles
i	1.9	C/C(CC(=O)Nc1cc(Cl)ccc1Cl)=N\NC(=O)c1ccco1
i	-0.94	O=C(N/N=C/c1cccc(Cl)c1Cl)Nc1ccccc1
i	-2.6	CN(C)S(=O)(=O)c1ccc(Cl)c(NC(=O)COC(=O)C2CCCO2)c1 (stereo unspecified)
i	-1.1	Cc1onc(-c2c(F)cccc2Cl)c1C(=O)N(Cc1ccccc1)C(C)C
i	0.08	NC1=NC(=O)/C(=C/c2c(OS(=O)(=O)c3ccc(Cl)cc3)ccc3ccccc23)S1
i	0.54	C=CCNC(=O)C1CC(=O)N(c2ccc(OCC(=O)Nc3ccc(Cl)cc3)cc2)C1 (stereo unspecified)
i	-0.52	COc1c(Cl)cc(Br)c(OC)c1C(=O)NC(=O)Nc1nc(C)cc(C)n1
i	-0.03	Cc1ccc(C(=O)N2CCC3(CC2)Oc2ccc(Cl)cc2C(=O)C32CC(c3ccc(Cl)cc3)=NO2)s1 (stereo unspecified)
